High-throughput results deposited in PubChem by SRMLSC.
SK-BR-3 tox 24h: SK-BR-3 proliferation inhibitors; SK-BR-3 viability, CellTiter-Glo ATP luminescence, 24 h; stronger effect = lower value; viability, % at 10 µM; 41,000 compounds, 0.47% hits; AID 847;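 active = viability at or below the median of all test compounds minus 3 SD, in both replicates if run twice, cut at about 45% in these data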;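 also: 100% = median untreated cell wells and 0% = median positive control drug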
Active calls of the source: *. The list is partial; the hit share may differ from the screen's.

SMILES	SK-BR-3 tox 24h
N=c1nc(N2CCCCC2)cc(N)n1O	106.2
CCCOc1ccc2nc(NC(=O)OC)[nH]c2c1	96.6
CCCC(=O)O[C@]1(C(=O)CCl)[C@@H](C)C[C@H]2[C@@H]3CCC4=CC(=O)C=C[C@]4(C)[C@@]3(F)C(=O)C[C@@]21C	106.0
COc1ccc(C(=O)c2ccccc2)c(O)c1	98.5
CCN(CCCCOC(=O)c1ccc(OC)c(OC)c1)C(C)Cc1ccc(OC)cc1 (stereo not drawn)	101.0
CCCCCCCCCCCCCCCC(O)C(N)CO (stereo not drawn)	99.0
CCCC(=O)O[C@]1(C(=O)COC(C)=O)CC[C@H]2[C@@H]3C[C@H](F)C4=CC(=O)C=C[C@]4(C)[C@@]3(F)[C@@H](O)C[C@@]21C	110.0
CC1(C)O[C@@H]2C[C@H]3[C@@H]4C[C@H](F)C5=CC(=O)C=C[C@]5(C)[C@@]4(F)[C@@H](O)C[C@]3(C)[C@]2(C(=O)CO)O1	94.0
CCCCN(CCCC)CCCOC(=O)c1ccc(N)cc1	71.6
CC(C)(C)NCC(O)COc1cccc2c1C[C@H](O)[C@H](O)C2 (stereo partly drawn)	102.8
COc1cc(C2Oc3cc(C4Oc5cc(O)cc(O)c5C(=O)C4O)ccc3OC2CO)ccc1O (stereo not drawn)	86.7

Some values from above.
`COc1cc(C2Oc3cc(C4Oc5cc(O)cc(O)c5C(=O)C4O)ccc3OC2CO)ccc1O` (stereo not drawn) in SK-BR-3 tox 24h has 86.7
`CCN(CCCCOC(=O)c1ccc(OC)c(OC)c1)C(C)Cc1ccc(OC)cc1` (stereo not drawn) in SK-BR-3 tox 24h has 101.0
`CC1(C)O[C@@H]2C[C@H]3[C@@H]4C[C@H](F)C5=CC(=O)C=C[C@]5(C)[C@@]4(F)[C@@H](O)C[C@]3(C)[C@]2(C(=O)CO)O1` in SK-BR-3 tox 24h has 94.0
`N=c1nc(N2CCCCC2)cc(N)n1O` in SK-BR-3 tox 24h has 106.2
`CC(C)(C)NCC(O)COc1cccc2c1C[C@H](O)[C@H](O)C2` (stereo partly drawn) in SK-BR-3 tox 24h has 102.8

Some of the entries so far, with bars between the fields:
SMILES | SK-BR-3 tox 24h
CCCCCCCCCCCCCCCC(O)C(N)CO (stereo not drawn) | 99.0
CCCC(=O)O[C@]1(C(=O)COC(C)=O)CC[C@H]2[C@@H]3C[C@H](F)C4=CC(=O)C=C[C@]4(C)[C@@]3(F)[C@@H](O)C[C@@]21C | 110.0
